Screening data deposited in PubChem BioAssay by National Center for Advancing Translational Sciences (NCATS).
AMA1-RON2 inh = qHTS for Inhibitors of AMA1-RON; Towards Development of Antimalarial Drug Lead: Primary Screen. AlphaScreen AMA1-biotinylated RON2 peptide binding. Potency, µM (highest dose often 58.2 µM), for the others: at the top dose activity change, negative = inhibition, hits mostly inhibitors. 360,000 tested, 0.2% active. Plasmodium falciparum AMA1 (3D7) - RON2 peptide interaction. AID 720542, 2013;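 also: potency is read from the fitted curve at half-maximal effect; 0% = vehicle wells and -100% = peptide control; nearly all actives have a fitted effect of over 45% in size; some results filed as inactive show a strong effect at the top dose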
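AMA1 (3D7) with his tag at 25 nM final met compounds first, then biotinylated RON2 peptide at 25 nM; detection used donor plus acceptor beads, 10 µg/mL apiece, read by AlphaScreen after 30 min at room temperature.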
Pf growth 48h = Primary qHTS for delayed death inhibitors of the malarial parasite plastid, 48 hour incubation; Potency, µM (top dose mostly 28.7 µM), inactives show top-dose activity change, negative = inhibition, most hits filed as inhibitors; 310,000 tested, 5.9% active; AID 504832, 2011; P. falciparum luciferase growth in erythrocytes, 48 h; also: potency is read from the fitted curve at half-maximal effect; % is scaled to controls: 0 for no effect and ±100 for the full control effect
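Growth was read as firefly luciferase luminescence after a 48 h, 37 C, 5% CO2 exposure of compounds to reporter-bearing P. falciparum cultures (0.1% parasitemia, 2% hematocrit final) in Albumax-supplemented RPMI 1640.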
LmPK inh = qHTS Assay for Inhibitors of Leishmania Mexicana Pyruvate Kinase (LmPK) | Q27686 | purified LmPK, Kinase-Glo ATP luminescence, 1 h | Potency, µM (doses to about 57.5 µM), for inactives: at the highest dose activity change, negative = inhibition, most hits filed as inhibitors | 290,000 tested, 0.37% active; also: potency is read from the fitted curve at half-maximal effect; % is scaled to controls: 0 for no effect and ±100 for the full control effect
Target sequence (Q27686 whole entry, looked up): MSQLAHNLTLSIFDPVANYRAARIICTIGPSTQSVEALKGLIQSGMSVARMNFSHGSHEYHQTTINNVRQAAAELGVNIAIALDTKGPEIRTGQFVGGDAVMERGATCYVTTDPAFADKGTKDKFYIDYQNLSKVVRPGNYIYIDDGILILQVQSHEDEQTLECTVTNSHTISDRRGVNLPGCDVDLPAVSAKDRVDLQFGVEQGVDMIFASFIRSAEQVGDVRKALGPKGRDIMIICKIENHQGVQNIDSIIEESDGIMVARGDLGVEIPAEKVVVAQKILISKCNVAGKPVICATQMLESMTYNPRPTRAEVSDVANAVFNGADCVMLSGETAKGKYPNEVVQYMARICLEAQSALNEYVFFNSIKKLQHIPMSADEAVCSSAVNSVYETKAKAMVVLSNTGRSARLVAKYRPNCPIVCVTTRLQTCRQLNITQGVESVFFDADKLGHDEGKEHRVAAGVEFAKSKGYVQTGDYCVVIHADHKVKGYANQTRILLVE
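Purified LmPK (0.1 nM) converted ADP (0.1 mM) to ATP with PEP (0.5 mM) in imidazole buffer pH 7.2 with KCl and MgCl2, 1 h at room temperature. ATP was read by Kinase-Glo luminescence; data normalized to uninhibited and no-enzyme controls.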
TbPYK inhibitor = qHTS of Trypanosoma Brucei Inhibitors. 410,000 tested, 0.12% active. TbPYK enzyme, Kinase-Glo Plus ATP luminescence, 45 min. pyruvate kinase (Trypanosoma brucei), Q57TT1. Potency, µM (titrated, usually from 76.8 µM), without a hit: at the highest dose activity, negative = inhibition, hits mostly inhibitors; also: potency is read from the fitted curve at half-maximal effect; % is scaled to controls: 0 for no effect and ±100 for the full control effect; nearly all actives have a fitted effect of over 50% in size
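Glycolytic pyruvate kinase of T. brucei was incubated with substrate, test compound and 130 uM ADP for 45 minutes at room temperature. Luminescent Kinase-Glo Plus signal was measured after 10 minutes.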
Shiga toxin inh = A qHTS for Small Molecule Inhibitors of Shiga Toxin; 290,000 tested, 9.2% active; inhibition, % at 38.7 µM; AID 2315, 2010; Vero cells, Shiga toxin protein synthesis inhibition reporter; in the data active = inhibition mostly above about 28%, no sharp cut-off; inactive = mostly below about 43%; also: 0% is about no effect
Pf growth 96h = Primary qHTS for delayed death inhibitors of the malarial parasite plastid, 96 hour incubation. P. falciparum luciferase reporter growth, 96 h. Potency, µM (series often up to 28.7 µM), for the others: at the top dose activity change, negative = inhibition, most hits filed as inhibitors. 320,000 tested, 6.9% active; also: potency is read from the fitted curve at half-maximal effect; % is scaled to controls: 0 for no effect and ±100 for the full control effect
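Erythrocytes infected with luciferase-expressing P. falciparum were dispensed at 2% hematocrit and 0.05% parasitemia (final), then incubated with compounds 96 hours at 37 C in 5% CO2. Luminescence after detection reagent addition reported growth.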
CHX counter = Cycloheximide Counterscreen for Small Molecule Inhibitors of Shiga Toxin; 300,000 tested, 12% active; cell reporter, cycloheximide protein synthesis inhibition counterscreen; max response, %; in the data active = max response mostly above about 13%, no sharp cut-off; inactive = mostly below about 14%; also: read at 38.3 µM for the half of the compounds with a filed dose; 0% is about no effect
* = called active by the depositor; i = inactive; ? = inconclusive; nt = no result given; & = joins results of further samples; [ ] = remark or other dose. Unless noted, calls follow the shape of the dose curve; as a rule, active = well fitted curve in the direction sought with a large enough effect; inconclusive = small, poorly fitted or top-dose-only effect, or another doubt; inactive = no such curve, though single readings can be large; an effect the other way counts as inactive or inconclusive.

SMILES	AMA1-RON2 inh	Pf growth 48h	LmPK inh	TbPYK inhibitor	Shiga toxin inh	Pf growth 96h	CHX counter
O=C(NCC(c1cccs1)N1CCOCC1)c1cc(-c2ccccn2)nc2ccccc12 (centres undefined)	30%	?	1%	0%	-3	?	-2
COc1ccc(NC(=O)C2C(c3ccccc3)C2(Cl)Cl)cc1 (centres undefined)	5%	10%	1%	5%	2	48%[activator]	7
Cc1nc(CCN2C(=O)c3ccccc3C2=O)n[nH]1	6%	34%[activator]	-2%	-21%	-15	nt	-1
COc1cc(/C=N/NC(=O)c2cc3c(ccc4ccccc43)o2)cc(OC)c1O	nt	-2%	-2%	nt	4	?	8
COc1ccc([N+](=O)[O-])cc1NC(=S)NC(C)=O	0%	10%	3%	-8%	-13	5%	0
Cc1ccc(/C=N/n2c(-c3cccnc3)n[nH]c2=S)o1	52%[activator]	5%	13%	?	24	-14%	7
COc1cccc(C(c2nnnn2Cc2ccccc2)N2CCN(C(=O)c3ccco3)CC2)c1OC (centres undefined)	-6%	9.3µM*	1%	-8%	-4	?	-1
COc1ccc(CCNC(=O)COc2ccc3c(C)cc(=O)oc3c2)cc1OC	-4%	12%	-5%	0%	-3	2.9µM*	-4
Cc1c(Cl)cccc1NS(=O)(=O)c1cn(C)c(=O)n(C)c1=O	0%	5%	-1%	2%	-8	11%	1
O=C(NCCC1=CCCCC1)C1CCC(CNc2nc(=S)[nH]c3ccccc23)CC1 (centres undefined)	37%[activator]	?	9%	6%	-20	24%	-5
Cc1cc(NC(=O)CSc2ncnc3sc(C)c(C)c23)no1	2%	i	-1%	2%	19	39%[activator]	4
CCOP(=O)(CN(CC)CCNP(=O)(OCC)OCC)OCC	8%	-1%	1%	-2%	-8	55%[activator]	-1
CCCCCn1c(=S)[nH]c2cc(C(=O)N3CCN(C(=O)OCC)CC3)ccc2c1=O	37%[activator]	-7%	8%	-10%	-5	-9%	-6
COc1ccc(CCNC(=O)COC(=O)c2ccc(C)s2)cc1OC	-8%	-24%	nt	0%	nt	?	nt
CCOC(=O)C1=C(C)NC(=O)NC1c1ccc(Br)o1 (centres undefined)	-14%	10%	-1%	13%	9	-13%	3

Whole records from above. Order of values: AMA1-RON2 inh | Pf growth 48h | LmPK inh | TbPYK inhibitor | Shiga toxin inh | Pf growth 96h | CHX counter
`Cc1nc(CCN2C(=O)c3ccccc3C2=O)n[nH]1` reads 6% | 34%[activator] | -2% | -21% | -15 | nt | -1
`CCOP(=O)(CN(CC)CCNP(=O)(OCC)OCC)OCC` reads 8% | -1% | 1% | -2% | -8 | 55%[activator] | -1
`COc1ccc(NC(=O)C2C(c3ccccc3)C2(Cl)Cl)cc1` (centres undefined) reads 5% | 10% | 1% | 5% | 2 | 48%[activator] | 7
`CCCCCn1c(=S)[nH]c2cc(C(=O)N3CCN(C(=O)OCC)CC3)ccc2c1=O` reads 37%[activator] | -7% | 8% | -10% | -5 | -9% | -6

Going on with the list:
SMILES	AMA1-RON2 inh	Pf growth 48h	LmPK inh	TbPYK inhibitor	Shiga toxin inh	Pf growth 96h	CHX counter
COc1ccc(-c2cnn(-c3ccccc3)c2N)cc1OC	-3%	-3%	-1%	-4%	36	3%	12
Cc1cc(OCC(=O)NCC(c2ccc(F)cc2)N2CCOCC2)ccc1Cl (centres undefined)	-3%	9.3µM*	nt	0%	nt	9.3µM*	nt
O=C(COC(=O)c1cc(S(=O)(=O)N2CCOCC2)ccc1Cl)NCCc1ccccc1	-10%	15%	nt	-5%	nt	9%	nt
NC(=O)CC(NC(=O)Cc1ccc(Cl)cc1)c1ccc(NCCCN2CCCC2=O)c([N+](=O)[O-])c1 (centres undefined)	13%	-19%	-3%	3%	-4	?	1
Cc1nn(-c2ccccc2)c2nc(-c3cccs3)cc(C(=O)NN)c12	119%[activator]	-17%	6%	1%	9	?	-5
O=C(NCCC(=O)N1CCNC1=O)OCc1ccccc1	-6%	16%	-1%	-5%	49	-4%[5.75 µM]	1
CCc1cc(C(=O)N2CCCC(C(=O)c3ccc(Oc4ccccc4)cc3)C2)n(C)n1 (centres undefined)	-3%	?	1%	0%	-4	0%	-2
O=S(=O)(NCCc1ccccc1)c1ccc(-n2cnnn2)cc1	0%	10%	9%	0%	-8	?	-3
Cn1c(=O)c2c([nH]c(=S)n2CCCc2ccccc2)n(C)c1=O	48%[activator]	37%[activator]	-8%	2.5µM*	nt	?	-1
O=C(NNC(=O)C1CC=CCC1)c1ccccc1O (centres undefined)	89%[activator]	54%[activator]	-6%	-1%	25	?	18*
CCSC(=Nc1ccccc1)Nc1ccccc1	-10%	0%	-1%	5%	2	0%	-4
Oc1c(Br)cc(Br)cc1CNc1nccs1	39%[activator]	20%	-1%	4%	-8	3%	-2
CCCCn1nnnc1NCc1cc(OC)c(OC)cc1OC	4%	24%	-6%	8%	0	?	1
O=C(COC(=O)c1ccc(Br)o1)NC1CCCCC1	2%	20%	-4%	5%	-1	-7%	11
CCOC(=O)N1CCC(NC(=O)c2ccc(CO)c(C(=O)NC3CCN(C(=O)OCC)CC3)c2)CC1	-2%	?	-8%	1%	15	?	-2
COc1cccc(OCc2nc3ccccc3c(=O)n2N)c1	12%	68%[activator]	-16%	1%	84*	1%	27*
CCn1ncc(/C=N/NS(=O)(=O)c2ccc(Cl)cc2)c1C	1%	13%	6%	-5%	21	6%	15
Cc1cc(C(=O)N2CCCC(CNS(=O)(=O)c3cccs3)C2)nn1C (centres undefined)	7%	1%	-3%	0%	-7	-18%	-2
COc1ccc(OC)c2c1cc(C(=O)N[C@H](C(=O)N1CCC[C@H]1C(=O)O)C(C)C)n2C	-10%	19%	1%	0%	-1	?	-3
COc1ccccc1OCC(=O)N1CCC2(CC1)CC(=O)c1ccccc1O2	2%	?	nt	-4%	nt	-2%	nt
COc1ccc(CCC(C)NCc2ccccc2OC)cc1 (centres undefined)	13%	?	0%	0%	-11	?	1
Cc1ccc(NC(=O)COc2cccnc2[N+](=O)[O-])cc1S(=O)(=O)N1CCCCC1	-18%	?	3%	-19%	-15	?	-6
O=C(CN1C(=O)S/C(=C\c2ccc(F)cc2)C1=O)NC1C=CS(=O)(=O)C1 (centres undefined)	21%	-15%	12%	-4%	-4	?	12
Cc1ccc(NC(=O)C2CCCN(S(=O)(=O)c3cccc4cccnc34)C2)cc1 (centres undefined)	2%	?	2%	-4%&1%	1	?	5
CC(C)c1ccc(NC2CCCN(C(=O)CCn3cnnn3)C2)cc1 (centres undefined)	-14%	-2%	-8%	-8%	-23	2%	-5
Cc1nn(-c2ccc(F)cc2)c(Cl)c1/C=C/C(=O)OCC(=O)Nc1ccc(F)cc1F	5%	20%	7%	-3%	2	-30%	-4
COc1cccc(C(=O)Nc2ccc(NC(C)=O)cc2)c1	0%	nt	?	-1%	62	58%[activator]	28*
CC(=O)Cc1nsc(NC(=O)c2c(-c3ccccc3Cl)noc2C)n1	0%	3%	-1%	-9%	-13	-2%	-5
Cc1cc(S(=O)(=O)NC2CC(C)(C)NC(C)(C)C2)c(Cl)cc1Cl	-15%	?	-6%	-3%	nt	68%[activator]	-2
O=C(c1cc(-c2ccccc2)nc2ccccc12)N1CCC2(CC1)OCCO2	-1%	-8%	0%	-6%	6	nt	11
CS(=O)(=O)ON=C1CCN(S(=O)(=O)c2ccccc2)CC1	-2%	-18%	0%	-10%	-6	16%	-4
CCOc1cc(CNn2cnnc2)cc(Cl)c1OCC(=O)NC(C)(C)C	-6%	11%	-2%	6%	11	35%[activator]	-1
Cc1ccccc1C(=O)c1ccc2c(c1)n(C)c(=O)n2C	-5%	-27%	8%	9%	-21	-17%	-3
COc1ccc(NC(=O)Nc2ccc(F)c(Cl)c2)cc1	12%	64%[activator]	-9%	1%	91*	-29%	65*
CCCNC(=O)C1CCN(c2nc(C)cc(C)n2)CC1	1%	-24%	9%	-4%	-12	-23%	-7
Cc1c(S(=O)(=O)Nc2ccc3c(c2)OCCO3)cnn1C	-2%	14%	1%	-1%	16	?	-2
CCN(CC)CCNC(=O)CNC(=O)c1nn(-c2ccc(OC)c(OC)c2)c(=O)c2ccccc12	27%	-4%	3%	0%	3	?	1
COc1cc(NC(=O)c2cccs2)ccc1NC(=O)c1cc2ccccc2o1	2%	16%	1%	-1%	11	-2%	-4
O=C(c1ccccc1NS(=O)(=O)c1cccs1)N1CCCC1	10%	13%	-2%	-6%	-4	nt	15
O=C(Nc1nnc(C2CC2)s1)c1cc(Cl)sc1Cl	0%	10%	-4%	-2%	48*	6%	12*
COc1ccc(NC(=S)Nc2ccccc2)cc1	11%&1%	19%&9%	-9%&-4%	-2%&3%	2&24	-30%&22%	7&-1
COc1ccccc1OC(=O)CCN1c2ccccc2Sc2ccccc21	0%[2.32 µM]	15%	1%	-3%	-4	32%[activator]	8
Cc1nc(N2CCOCC2)nc(N2CCC(C)CC2)c1[N+](=O)[O-]	-15%	?	-1%	3%	-8	?	-1
NC(=O)c1cc(Cc2ccccc2)sc1NC(=O)c1ccco1	-1%	51%[activator]	-1%	-12%	78*	nt	47*
COc1ccc(CNC(=O)COC(=O)CCC(=O)c2cccs2)cc1	-1%	23%	-15%	-4%	-4	22%	-4
COc1ccc(-n2ncc(N(C)n3cccc3)c(Cl)c2=O)cc1	-4%	306%[activator]	2%	-2%	87*	nt	28*
Cc1noc(C)c1CSCC(=O)Nc1nc2ccc(S(C)(=O)=O)cc2s1	-8%	-30%	nt	7%	nt	?	nt
Cc1ccc(-c2nnc(SCC#CCOC(=O)c3cccs3)o2)cc1	7%	44%[activator]	1%	-1%	39	nt	8.6*
CC(C)C[C@H](NC(=O)c1[nH]cnc1C(=O)N[C@@H](C)C(=O)OCc1ccccc1)C(=O)OC(C)(C)C	129%[activator]	?	4%	-5%	4	0%	5
O=C(CCN1C(=O)COc2ccccc21)NCCN1CCc2ccccc2C1	-4%	-19%	-2%	-20%	-5	24%	-2
Cc1ccccc1NC(=O)COC(=O)CN1C(=O)NC(C)(C)C1=O	-14%	19%	14%	0%	-12	nt	-3
COc1ccc(OC)c(CC(=O)NC(c2ccccc2)c2ccccc2)c1	-7%	?	4%	0%	3	6.6µM*	0
CNC(=O)/C(C#N)=C\c1ccc(CNS(=O)(=O)c2ccccc2)o1	-3%	-7%	-2%	-6%	-7	?	-1
COc1ccc(N2CCN(CC(=O)N3c4ccccc4CC3C)CC2)cc1 (centres undefined)	?	-4%	-2%	0%	-7	3%	7
Nc1cc(-c2ccc(Br)cc2)nc2cc(-c3ccccc3)nn12	3%	29%	-1%	6%	93*	4%	24
C=CCn1cnc2c(c1=O)c1nc3ccccc3nc1n2/N=C/c1cccc(OC)c1OC	-9%	?	2%	-3%	-20	-10%	-3

Compounds were not picked by outcome; about 21% have a hit in one of these screens.
